Screens as filed in PubChem BioAssay.
MmCpn inh – Inhibitors of TCP-1 ring complex (TRiC) of Methanococcus maripaludis (MmCpn): qHTS | purified Mm-Cpn ATPase, ADP Transcreener TR-FRET | Potency, µM (doses to about 76.9 µM), for inactives: at the top dose activity, negative = inhibition, actives largely listed as inhibitors | AID 504842, 2011 | Chaperonin Mm-Cpn (Methanococcus maripaludis) | 330,000 tested, 0.031% active; also: potency is read from the fitted curve at half-maximal effect; % is scaled to controls: 0 for no effect and ±100 for the full control effect; nearly all actives have a fitted effect of over 80% in size
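Quantitative HTS used 25 nM Mm-CPN and 10 uM ATP in magnesium/KCl Tris buffer, pH 7.4, with 1 mM DTT. Hydrolysis ran 30 min at 37°C; ADP was read by HTRF.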
EPAC1 agonist – qHTS for Agonist of cAMP-regulated guanine nucleotide exchange factor 3 (EPAC1): primary screen | Potency, µM (top dose mostly 154 µM), without a hit: at the top dose activation, most hits filed as activators | 360,000 tested, 0.073% active | Rap guanine nucleotide exchange factor 3 (Homo sapiens), O95398 | EPAC1 agonist qHTS, biochemical assay; response scale: 100% = response to 6.5 mM cAMP; also: potency is read from the fitted curve at half-maximal effect; nearly all actives have a fitted effect of over 60% in size
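Nucleotide exchange assay: 100 nM EPAC1 with 250 nM Rap1B loaded with BODIPY-GDP and 50 uM GDP, room temperature. Fluorescence (480/540 nm) read every 5 min for 30 min; signal change normalized to 6.5 mM cAMP as full agonist.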
EPAC1 antag – qHTS for Antagonist of cAMP-regulated guanine nucleotide exchange factor 3 (EPAC1): primary screen. EPAC1 GEF assay, Rap1b-BODIPY-GDP exchange fluorescence. Rap guanine nucleotide exchange factor 3 (Homo sapiens), O95398. Potency, µM (titrated, usually from 115 µM), for the others: at the top dose activity change, negative = inhibition, actives largely listed as inhibitors. AID 720709, 2013. 360,000 tested, 0.14% active;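 also: potency is read from the fitted curve at half-maximal effect; plate controls were vehicle for no effect and positive control for full effect; nearly all actives have a fitted effect of over 50% in size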
PI5P4K alpha inh – qHTS for Inhibitors of phosphatidylinositol 5-phosphate 4-kinase (PI5P4K); PI5P4Kalpha enzyme, ADP-Glo luminescence, 60 min; stronger effect = lower value; 330,000 tested, 1.2% active; Phosphatidylinositol 5-phosphate 4-kinase type-2 alpha (Homo sapiens), P48426; AID 652105, 2013; max response, %; active = max response of -50% or lower; inconclusive = between -30% and -50%; inactive = -30% or higher; also: value at the top dose of about 77 µM; % is scaled to controls: 0 for no effect and ±100 for the full control effect
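Controls without substrate or without enzyme flank wells where PI5P4Kalpha converts substrate using 5 microM ATP (final). Incubation lasts 60 minutes at room temperature; ADP formed is read by ADP-Glo luminescence.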
EPAC2 antag – qHTS for Antagonist of cAMP-regulated guanine nucleotide exchange factor 2 (EPAC2): primary screen; EPAC2 GEF exchange of Rap1B-BODIPY-GDP, fluorescence; 360,000 tested, 0.18% active; Rap guanine nucleotide exchange factor 4 (Homo sapiens), Q8WZA2; AID 720708, 2013; Potency, µM (highest dose often 114 µM), inactives show at the top dose activity, negative = inhibition, hits mostly inhibitors; also: potency is read from the fitted curve at half-maximal effect; % is scaled to controls: 0 for no effect and ±100 for the full control effect; nearly all actives have a fitted effect of over 45% in size; many of its hits are not listed in these tables
PLK1 PBD inh – qHTS for Inhibitors of PLK1-PDB (polo-like kinase 1 - polo-box domain): Primary Screen | Plk1 PBD binding of FITC phosphopeptide, fluorescence polarization | Potency, µM, without a hit: max response, negative = inhibition, usual class: inhibitors | Serine/threonine-protein kinase PLK1 (Homo sapiens), P53350 | 360,000 tested, 2.8% active; also: potency is read from the fitted curve at half-maximal effect; series mostly up to about 57 µM; % is scaled to controls: 0 for no effect and ±100 for the full control effect; nearly all actives have a fitted effect of over 65% in size
CCT modulator – High-Throughput Screening for Modulators of Cytosolic Chaperonin Activity | purified chaperonin ATPase assay, HTRF ADP detection, 30 min | AID 651819, 2012 | 360,000 tested, 0.3% active | activity change, % (concentration not given with the values), hits read low; in the data active = activity change below about -30%; also: % is scaled to controls: 0 for no effect and ±100 for the full control effect
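TRiC at 40 or 20 nM final (batch-dependent) in 30 mM Tris pH 7.4, 100 mM KCl, 5 mM MgCl2, 1 mM DTT, with compound at single 76 uM and 10 uM ATP, 30 min at 37 deg C. ADP detected by HTRF Transcreener, 665/615 ratio.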
WRN helicase inh – qHTS for Inhibitors of WRN Helicase; Bifunctional 3'-5' exonuclease/ATP-dependent helicase WRN (Homo sapiens), Q14191; WRN helicase unwinding, fluorescent forked duplex, kinetic; Potency, µM (highest dose often 114 µM), without a hit: at the highest dose activity change, negative = inhibition, most hits filed as inhibitors; 360,000 tested, 0.46% active; AID 651768, 2012; also: potency is read from the fitted curve at half-maximal effect; % is scaled to controls: 0 for no effect and ±100 for the full control effect; nearly all actives have a fitted effect of over 55% in size
Target sequence (Q14191 whole entry, looked up): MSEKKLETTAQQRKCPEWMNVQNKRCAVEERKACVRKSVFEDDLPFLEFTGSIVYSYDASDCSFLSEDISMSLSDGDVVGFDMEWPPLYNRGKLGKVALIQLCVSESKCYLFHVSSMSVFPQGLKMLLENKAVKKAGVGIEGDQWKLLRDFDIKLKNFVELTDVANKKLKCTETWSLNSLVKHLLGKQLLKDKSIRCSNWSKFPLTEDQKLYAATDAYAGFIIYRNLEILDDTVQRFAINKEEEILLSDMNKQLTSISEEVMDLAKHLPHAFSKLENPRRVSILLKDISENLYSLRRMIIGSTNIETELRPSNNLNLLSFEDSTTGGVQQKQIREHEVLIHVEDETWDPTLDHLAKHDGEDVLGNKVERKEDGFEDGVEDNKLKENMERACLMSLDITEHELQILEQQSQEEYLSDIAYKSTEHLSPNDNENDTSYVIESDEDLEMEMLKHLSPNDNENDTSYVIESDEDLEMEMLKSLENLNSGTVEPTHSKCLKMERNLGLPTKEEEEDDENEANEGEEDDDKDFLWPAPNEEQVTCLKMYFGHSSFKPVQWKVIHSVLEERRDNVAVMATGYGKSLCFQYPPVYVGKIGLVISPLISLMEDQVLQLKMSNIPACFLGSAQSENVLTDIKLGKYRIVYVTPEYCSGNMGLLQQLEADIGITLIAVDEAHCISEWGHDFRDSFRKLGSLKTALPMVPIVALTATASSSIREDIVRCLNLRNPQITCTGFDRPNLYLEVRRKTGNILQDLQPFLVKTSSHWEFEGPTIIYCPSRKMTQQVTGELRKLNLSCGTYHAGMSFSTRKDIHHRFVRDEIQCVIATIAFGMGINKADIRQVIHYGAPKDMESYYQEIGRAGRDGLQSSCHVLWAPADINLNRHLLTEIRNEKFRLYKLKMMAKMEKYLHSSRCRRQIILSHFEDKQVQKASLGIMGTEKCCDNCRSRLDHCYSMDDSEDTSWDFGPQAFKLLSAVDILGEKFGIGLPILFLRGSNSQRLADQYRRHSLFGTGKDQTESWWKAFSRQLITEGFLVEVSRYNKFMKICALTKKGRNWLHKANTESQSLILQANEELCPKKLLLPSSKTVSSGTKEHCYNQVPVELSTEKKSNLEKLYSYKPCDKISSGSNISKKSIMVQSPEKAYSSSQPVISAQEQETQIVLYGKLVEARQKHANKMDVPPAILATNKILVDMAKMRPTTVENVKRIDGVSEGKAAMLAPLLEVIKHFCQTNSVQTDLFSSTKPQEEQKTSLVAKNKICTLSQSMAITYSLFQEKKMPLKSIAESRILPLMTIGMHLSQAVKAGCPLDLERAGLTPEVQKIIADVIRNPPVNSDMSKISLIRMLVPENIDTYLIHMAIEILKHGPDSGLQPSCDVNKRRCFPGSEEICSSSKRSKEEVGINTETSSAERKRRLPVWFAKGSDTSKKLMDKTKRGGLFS
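Kinetic red-fluorescence monitoring (525/598 nm) tracks WRN helicase activity after 100 nM fluorophore-quencher forked duplex and 2 mM ATP are added to 20 nM enzyme pretreated 15 min at room temperature with compound.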
Starred values were filed as active, the others as inactive; ? = inconclusive; nt = not tested or not shown; [ ] = dose if it differs, or a comment. Unless noted, calls follow the shape of the dose curve; as a rule, active = well fitted curve in the direction sought with a large enough effect; inconclusive = small, poorly fitted or top-dose-only effect, or another doubt; inactive = no such curve, though single readings can be large; an effect the other way counts as inactive or inconclusive. This is a subset. The share of hits here may be higher or lower than overall.

SMILES	MmCpn inh	EPAC1 agonist	EPAC1 antag	PI5P4K alpha inh	EPAC2 antag	PLK1 PBD inh	CCT modulator	WRN helicase inh
Cc1ccccc1-n1ncc2c1CC(C)(C)CC2NC(=O)CCC(F)(F)F (stereo not drawn)	-1%	-2%	-7%	1	-5%	-9%	-2.7	-24%
CC1CN(C(=O)C(C)OC(=O)c2ccc3ncsc3c2)CC(C)O1 (stereo not drawn)	1%	3%	-7%	-3	3%	-7%	-9.1	9%
CCC(C)(C(=O)NC1CCCCC1)N(C)C(=O)c1ccc2c(c1)OCO2 (stereo not drawn)	0%	12%	0%	nt	1%	-7%	-4.4	4%
Cc1c(Cl)c([N+](=O)[O-])nn1Cc1ccc(C(=O)N/N=C\c2ccccn2)o1	-10%	6%	-7%	4	-2%	-14%	-2.6	-19%
CC(C)CNc1ncnc2c1ncn2[C@H]1CN(Cc2ccc3c(c2)OCO3)C[C@@H](CO)O1	nt	-18%	5%	0	0%	1%	-2.5	1%
Cc1ccc(S(=O)(=O)c2c(C)nn(C(C)(C)C)c2OC(=O)c2ccco2)cc1	0%	9%	-30%	2	-9%	-5%	-1.9	-10%
COc1cccc(C(=O)NCCS(=O)(=O)N2CCOCC2)c1	1%	1%	3%	4	4%	-2%	0.7	-2%
O=[N+]([O-])c1ccc(-c2nc(Nc3cccc(O)c3)c3ccccc3n2)cc1	1%	6%	1%	-20	1%	-5%	0.7	-6%
Cc1ccc(Cn2c(C(C)Nc3nc(-c4ccc(F)cc4)cs3)nc3cc(C(F)(F)F)ccc32)cc1 (stereo not drawn)	nt	0%	-2%	-8	-14%	?	-1.1	-10%
C[C@H]1CCC[C@@]2(O[C@H](CCO)C[C@H](O)[C@H]2O)O1	nt	0%	4%	4	-1%	2%	1.1	-3%
CSCC[C@H](NC(=O)C1CCN(S(=O)(=O)c2ccc(C)cc2C)CC1)c1nc2ccccc2[nH]1	-3%	10%	11%	5	9%	8%	2.2	2%
CCOC(=O)c1c(C)n(C)c2ccc(OC(=O)c3ccoc3)cc12	0%	7%	-11%	nt	-1%	3%	-2.8	-13%
COc1ccc(NC(=S)NC(=O)/C=C/c2cccs2)cc1	4%	-1%	6%	-3	6%	-9%	-4.3	-9%
Cc1ccc(NCN2C(=O)c3ccccc3C2=O)cc1Cl	nt	1%	6%	-2	2%	-2%	0.9	2%
CCc1nnc(NC(=O)c2ccc(OC)c(S(=O)(=O)N3CCCC3)c2)s1	1%	-10%	-11%	1	-5%	4%	1.1	-11%
CCOc1nc(Nc2ccc(OC)c(Cl)c2)nc(OCC)n1	-3%	-5%	-17%	0	0%	4%	2.3	-20%
Nc1nc(Nc2ccccc2Br)nc(C(F)(F)F)n1	1%	-13%	-5%	-3	5%	-3%	-1.6	-3%
CCOC(=O)c1cn(CC(=O)Nc2ccc3c(c2)OCCO3)nn1	-1%	0%	8%	nt	12%	1%	2.9	6%
COc1ccccc1C1N(c2ccc(Cl)cc2)C(=O)C2CCCN21 (stereo not drawn)	-4%	1%	3%	-2	4%	-4%	-1.2	0%
CC1(C)Nc2ccccc2C(=O)N1NS(=O)(=O)c1ccccc1	-3%	-7%	1%	-1	7%	5%	-3.8	6%
CC1(C)C(c2ccccc2)=[N+]([O-])CN1O	1%	1%	2%	nt	5%	-6%	-0.9	1%
CCOc1ccc(CCNC(=O)c2ccc(C)c(NC3=NC4CS(=O)(=O)CC4S3)c2)cc1 (stereo not drawn)	0%	-15%	-11%	2	10%	-6%	-0.4	6%
O=C(O)CSc1c2c(nc3cc(C(=O)N4CCCC4)ccc13)CCCC2	-1%	3%	-5%	0	4%	-1%	-4.4	-13%
CCOC(=O)Cn1nnc(-c2ccc(S(C)(=O)=O)cc2)n1	2%	-1%	3%	nt	5%	1%	-4.2	15%
Cc1nn(CC(=O)Nc2ccc3c(c2)nc(CN2CCCCC2)n3C)c(=O)c2ccccc12	3%	4%	3%	5	11%	-17%	-4.1	2%

Part of the list above, reduced to EPAC2 antag and MmCpn inh:
smiles | EPAC2 antag | MmCpn inh
CSCC[C@H](NC(=O)C1CCN(S(=O)(=O)c2ccc(C)cc2C)CC1)c1nc2ccccc2[nH]1 | 9% | -3%
CCOc1ccc(CCNC(=O)c2ccc(C)c(NC3=NC4CS(=O)(=O)CC4S3)c2)cc1 (stereo not drawn) | 10% | 0%

The results go on.
SMILES	MmCpn inh	EPAC1 agonist	EPAC1 antag	PI5P4K alpha inh	EPAC2 antag	PLK1 PBD inh	CCT modulator	WRN helicase inh
CCC(CO)Nc1ccn2nc(-c3ccccc3)cc2n1 (stereo not drawn)	nt	-7%	3%	0	7%	4%	-0.5	-3%
CCCn1c(=NC(=O)CS(=O)(=O)c2ccccc2)sc2cc(S(C)(=O)=O)ccc21	-4%	4%	7%	1	6%	-9%	-2.8	-1%
Cc1ccc(CN(C)C(=O)C2CCN(C(=O)Nc3ccccc3)CC2)o1	5%	14%	-12%	0	4%	-5%	1.0	-3%
CCn1nnnc1SCC(=O)N1CCCc2ccccc21	0%	1%	17%	-3	6%	27µM*	0.4	-8%
CCOC(=O)c1ccccc1NC(=O)c1nc2nccc(C)n2n1	0%	8%	25%	-4	-3%	-6%	-1.4	8%
COc1cccc(C(=O)N2CCCN(C)CC2)c1OC	-23%	5%	-3%	-1	2%	0%	1.2	-2%
Cc1ccc(S(=O)(=O)NOCc2ccccc2)cc1	0%	-8%	1%	-3	-9%	-9%	0.6	6%
O=C(OCCOc1ccc(Br)cc1)c1ccc(Cl)nc1	1%	4%	10%	0	1%	1%	0.5	5%
COCc1ccc(C(=O)N2CCCC(N3CCN(c4cccc(Cl)c4)CC3)C2)s1 (stereo not drawn)	nt	-7%	-6%	2	-3%	1%	1.4	11%
CC1(C)CC(=O)C2=C(C1)OC(N)=C(C#N)C2c1ccsc1 (stereo not drawn)	0%	-12%	-4%	?	8%	-10%	-1.7	-3%
Cc1ccc2nc(N3CCN(S(=O)(=O)c4ccc5c(c4)OCCO5)CC3)c(C#N)cc2c1	-21%	5%	17%	nt	8%	5%	0.5	-19%
Cc1ccc(OCC(=O)NNC(=O)Nc2ccc(Cl)cc2)c(Br)c1	nt	-1%	-7%	-2	-7%	2%	-1.8	1%
COc1cccc(N2C(=O)/C(=C\c3cccs3)NC2=S)c1	2%	-8%	4%	-4	15%	-3%	0.2	4%
CSc1ccc(CN2CCC2(C)C(=O)NCc2ccccc2Br)cc1 (stereo not drawn)	nt	8%	-3%	17	?	3%	1.0	-3%
CN1CCN(c2cc3c(c4c2[nH]c2ccccc24)C(=O)CC(C)(C)C3)CC1	-4%	-2%	-21%	2	-2%	-8%	-4.9	-1%
NC(Cc1ccc(C(F)(F)F)cc1)c1csc(Nc2cc(Oc3ccccc3)ncn2)n1 (stereo not drawn)	nt	-7%	-17%	?	8%	-17%	0.5	-4%
Cn1c(=O)c2[nH]c(NN=Cc3cccc(Br)c3)nc2n(C)c1=O	nt	3%	-12%	-3	11%	-11%	-2.6	-31%
Cc1ccc(NC(=O)CN(C)CC(=O)NC2CCCc3ccccc32)cc1 (stereo not drawn)	-2%	3%	-25%	5	-11%	-28%	-5.6	1%
COc1cc(NCCCn2cnc(C(=O)Nc3ccc(C)c(C)c3)n2)cc(OC)c1OC	nt	2%	-22%	9	13%	-10%	-0.9	-5%
CCCC(C(=O)NC(C)(C)C)N(Cc1ccccc1)C(=O)c1snc(C(N)=O)c1N (stereo not drawn)	nt	-3%	1%	3	-5%	-6%	1.2	6%
O=C(NN1C(=O)C2C3c4ccccc4C(c4ccccc43)C2C1=O)C1CC1 (stereo not drawn)	-2%	-3%	-15%	1	-6%	-3%	-0.7	3%
CC(=O)Nc1sc2c(c1C(c1ccccc1)N1CCOCC1)CCCC2 (stereo not drawn)	-2%	9%	1%	0	-1%	-3%	2.1	-2%
O=C(NC1CCCC1)c1cccc2c1C(=O)c1ccc(N3CCCCC3)cc1S2(=O)=O	2%	?	-8%	-1	37%[activator]	2%	-1.5	-27%
COc1ccc(-n2ncc3c2CC(C)(C)CC3NC(=O)CCN2CCCCC2=O)cc1 (stereo not drawn)	-1%	-4%	-2%	-3	-13%	-12%	1.6	-8%
Cc1c(NC(=O)CSc2nc3ccccc3c(=O)n2C(C)C)c(=O)n(-c2ccccc2)n1C	-2%	-1%	2%	2	4%	2%	0.4	-3%
Further entries
SMILES	MmCpn inh	EPAC1 agonist	EPAC1 antag	PI5P4K alpha inh	EPAC2 antag	PLK1 PBD inh	CCT modulator	WRN helicase inh
O=C(O)/C=C/c1cn(-c2ccccc2)nc1-c1ccc(-c2ccc([N+](=O)[O-])cc2)o1	1%	11%	?	-60*	-9%	?	-3.6	50µM*
O=C(Nc1sc2c(c1C(=O)N1CCOCC1)CCCCC2)c1cccnc1	1%	8%	8%	8	10%	-17%	0.5	-5%
O=C(Cn1c(NCCCO)nc2ccccc21)c1ccc(F)cc1	1%	-8%	-19%	6	-12%	-3%	0.6	-3%
CN(C)S(=O)(=O)Nc1cc(Cl)cc(Cl)c1	-2%	-8%	-7%	-30	1%	30µM*	-1.2	-19%
COc1cc(CCC(=O)NC2(C)CCS(=O)(=O)C2)cc(OC)c1OC (stereo not drawn)	-1%	6%	4%	-4	-2%	7%	1.9	4%
O=C(Nc1nnc(C2CC2)s1)c1cc(Cl)sc1Cl	4%	-2%	-9%	-7	-4%	-17%	-2.0	-13%
COc1ccc(C(=O)NCC2OCCc3ccccc32)cc1OC (stereo not drawn)	-2%	10%	-14%	-5	3%	-6%	-1.2	1%
Cc1ccc(NC(=S)NC(=O)c2ccc(-c3ccccc3)cc2)cc1	nt	-3%	-7%	11	-1%	-14%	-2.7	1%
COc1cccc(OC(=O)N2CCOCC2)c1	0%	13%	6%	6	6%	-7%	-0.3	-1%
